Assay outcomes as filed in PubChem.
HPDE-C7 viability = cytotoxicity in HPDE-C7 cells, cell-based, fluorescence, HTS (AID 430); HPDE-C7 pancreatic duct cells viability, fluorescence; higher % means a stronger effect; cytotoxicity, % at 10 µM; hits with a dose series show EC50 in µM; hit rate 1.8% among 63,000;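 note: cells exposed to compound for 48 hours before viability readout; 0% = vehicle and 100% = reference cytotoxic drug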
PMK inhibit = S. pneumoniae PMK inhibitors, primary screen, biochemical, mevalonate pathway, pilot trial included; AID 539, 2006; phosphomevalonate kinase (Streptococcus pneumoniae D39); purified PMK, PK/LDH-coupled NADH absorbance 340 nm; inhibition, % at 10 µM; hit rate 0.49% among 65,000;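 active = top-ranked compounds by inhibition in the single 10 µM screen, taking a fixed number of the strongest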;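 note: 0% = full reaction with DMSO carrier and 100% = background rate without enzyme reaction; no value below 0 was filed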
Alkaline phosphatase = human TNAP enzyme inhibitors, biochemical, luminescent (AID 518); Alkaline phosphatase, tissue-nonspecific isozyme (Homo sapiens); purified TNAP enzyme, luminescent substrate readout; higher % means a stronger effect; inhibition, % at 20 µM; hits with a dose series show IC50 in µM; hit rate 0.09% among 64,000; in the data active = a potency from the dose series; inactive = the rest, 99 in 100 with inhibition below about 22%;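 note: plate controls were vehicle for no effect and reference inhibitor for full effect; many of its hits are not listed in these tables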
Spn DPM-DC inh = S. pneumoniae DPM-DC inhibitors, primary screen, biochemical, PK/LDH-coupled NADH fluorescence; diphosphomevalonate decarboxylase (Streptococcus pneumoniae D39); purified DPM-DC; calls only at 10 µM; hit rate 0.49% among 65,000; AID 556, 2006;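 active = the 320 compounds with the highest percent inhibition in the single-dose primary screen, excluding strongly autofluorescent ones, cut at about 32% in these data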;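 note: kinetic rate of NADH fluorescence loss reporting ADP formed by the decarboxylase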
HPDE-C7K KRASV12 = cytotoxicity in KRAS-transformed pancreatic duct cells, primary screen, cell-based, fluorescence, HTS (AID 431) | hit rate 1.7% among 63,000 | HPDE-C7K KRASV12 cells, Alamar Blue viability, 48 h; higher % means a stronger effect | one-dose cytotoxicity, % at 10 µM; EC50 in µM for titrated hits;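 active = compounds whose percent cytotoxicity in the single-dose primary screen, scaled between solvent and toxic-drug controls, exceeds 50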;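 note: 0% = DMSO solvent wells and 100% = doxorubicin-treated wells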
MK inhibit = S. pneumoniae MK inhibitors, primary screen, biochemical, PK/LDH-coupled NADH absorbance; hit rate 0.48% among 65,000; inhibition, % at 10 µM; mevalonate kinase [Streptococcus pneumoniae D39]; AID 555, 2006; purified MK, PK/LDH-coupled NADH absorbance 340 nm;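 active = ranked among the strongest by inhibition in the single 10 µM screen, a fixed top-ranked set picked for dose follow-up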; note: no value below 0 was filed
LYP phosphatase = LYP phosphatase inhibitors, primary screen, biochemical, DiFMUP fluorescence, recombinant catalytic domain, 10 µM (AID 606); inhibition, % at 10 µM; hits with a dose series show IC50 in µM; 52,000 tested, under 10 active; recombinant LYP catalytic domain, DiFMUP fluorescence; higher % means a stronger effect;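 active = IC50 under 40 µM in the dose-response test; inactive = IC50 of 40 µM or more, or never dose-tested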
HT1080 cytotoxicity = cytotoxicity in HT1080 fibrosarcoma cells, cell-based, fluorescence readout (AID 620). HT1080 viability, fluorescence; higher % means a stronger effect. cytotoxicity, % at 10 µM; hits with a dose series show EC50 in µM. hit rate 0.42% among 87,000;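 note: cells exposed to compound overnight then 4 h with Alamar Blue; 0% = vehicle DMSO and 100% = killing control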
Bfl-1 displacement = Bfl-1 inhibitors, primary screen, biochemical, fluorescence polarization, FITC-Bid, mouse (AID 432). hit rate 0.02% among 64,000. FITC-Bid BH3 peptide fluorescence polarization displacement; higher % means a stronger effect. Bcl-2-related protein A1 (Mus musculus). displacement, % at 20 µM; hits with a dose series show IC50 in µM; in the data active = a potency from the dose series; inactive = the rest, 99 in 100 with displacement below about 15%; note: strong numbers were not always called active
PMK inhibit pilot replicates = also measured in PMK inhibit; calls as there; inhibition, %; measured here: pilot screen replicates
MK inhibit pilot replicates = recorded beside MK inhibit, whose call it bears; inhibition, %; measured here: pilot screen replicates
Spn DPM-DC inh pilot screen % = further read-out of Spn DPM-DC inh, marked with its call; inhibition, %; measured here: pilot screen trials
An asterisk follows results filed as active; i = inactive; x = not tested or not shown; + = active, no number; & = joins results of further samples. Cut-off read from the data, not from the text of the source, unless noted: active = cytotoxicity above about 50%; inactive = the rest.

SMILES	HPDE-C7 viability	PMK inhibit	Alkaline phosphatase	Spn DPM-DC inh	HPDE-C7K KRASV12	MK inhibit	LYP phosphatase	HT1080 cytotoxicity	Bfl-1 displacement	others
COC(=O)c1ccc(OCCn2cnc3ccccc3c2=O)cc1	8.3%	7.0	8.8%	i	-3.3%	14.0	18.1%	-2.9%	-4.3%
Cc1nn(-c2ccccc2)c2sc(-c3n[nH]c(=S)o3)cc12	2.4%	10.0	19.3%	x	4.9%	2.0	x	x	12.6%
COc1ccc(NC(=O)CN2CCN(S(=O)(=O)c3ccc(C(C)C)cc3)CC2)cc1OC	-8.2%	12.0	5.8%	i	-1.5%	5.0	13.5%	9.2%	-2.7%
CC(=O)c1cccc(-n2nnnc2SCC(=O)Nc2cccc(NC(=O)c3ccco3)c2)c1	-7.0%	5.0	7.2%	i	-9.3%	0.0	14.8%	-10.2%	-6.9%
O=C(Nc1ccc2c(c1)OCO2)C(c1ccccc1)N1CCN(C(=O)c2ccco2)CC1 (stereo unspecified)	-10.1%	9.0	10.9%	i	-5.9%	0.0	1.0%	4.0%	2.5%
COCCn1c(SCC(N)=O)nnc1-c1c[nH]c2ccccc12	-2.0%	6.0	3.9%	i	8.8%	7.0	5.4%	6.1%	0.2%
COc1ccccc1-c1coc2cc(O)cc(O)c2c1=O	5.9%	11.0	0.8%	i	12.9%	8.0	-5.2%	4.8%	-0.5%
O=C(c1ccc(Br)o1)N1CCN=C1SCc1cccnc1	-5.6%	4.0	1.9%	i	-0.5%	11.0	5.9%	2.7%	-1.9%
Cn1c(=O)n(C)c2cc(S(=O)(=O)NCc3ccco3)ccc21	-19.3%	1.0	10.5%	i	-9.7%	12.0	11.9%	3.9%	-4.2%
CCCCCOc1ccc(C2C(C(C)=O)=C(C)Nc3ncnn32)cc1OC (stereo unspecified)	-8.8%	16.0	7.4%	i	-6.9%	8.0	x	3.2%	-3.3%
CN(C)C(=O)Nc1cnc2ccccc2c1	-0.8%	0.0	4.0%	+	-14.3%	0.0	6.2%	-1.0%	-4.6%
CC(C)C(C(=O)Nc1ccc2c(c1)OCCO2)N1C(=O)c2ccccc2C1=O (stereo unspecified)	2.2%	5.0	9.5%	i	-1.0%	5.0	3.1%	2.0%	1.1%	PMK inhibit pilot replicates=1.0;MK inhibit pilot replicates=2.5;Spn DPM-DC inh pilot screen %=4.0
Cc1ccc(S(=O)(=O)CCC(=O)Nc2ccc3c(c2)OCO3)cc1	-8.0%	13.0	9.8%	i	3.1%	0.0	x	0.0%	0.4%	PMK inhibit pilot replicates=1.0;MK inhibit pilot replicates=0.0;Spn DPM-DC inh pilot screen %=0.0
COC(=O)c1ccccc1NC(=O)CSc1nnc(COc2cccc(OC)c2)n1C	-16.0%	15.0	14.5%	i	-2.5%	11.0	5.5%	-10.4%	-6.4%
CCCCNC(=O)Cn1cnc2c(cnn2-c2ccc(C)c(C)c2)c1=O	-12.5%	8.0	8.4%	i	-10.7%	1.0	12.2%	-13.9%	-8.0%
O=C1CN2C(=N1)N(Cc1ccccc1)c1ccccc12	-3.0%	3.0	13.4%	i	-4.3%	11.0	8.6%	-1.7%	-3.3%
Cc1c(C2Nc3ccccc3NC3=C2C(=O)CC(C)(C)C3)cnn1C (stereo unspecified)	4.5%	11.0&4.0	18.4%	i	3.4%	2.0&7.0	-0.4%	0.1%	-2.3%	PMK inhibit pilot replicates=0.5;MK inhibit pilot replicates=0.0;Spn DPM-DC inh pilot screen %=2.0
CCOC(=O)/C=C1\Nc2ccccc2SC1=O	-8.6%	6.0	6.5%	i	-18.2%	9.0	16.1%	-12.4%	-1.3%
CCOc1cc(C2NC(=O)NC(C)=C2C(=O)OC(C)CC)cc(Br)c1O (stereo unspecified)	3.2%	12.0	15.6%	i	-1.1%	8.0	5.7%	0.0%	8.0%
COc1ccc(N2CCN(Cc3nc(N)nc(Nc4ccc(C)c(Cl)c4)n3)CC2)cc1	7.9%	15.0	6.8%	i	19.1%	8.0	1.4%	-3.5%	-2.6%
Cc1cc(C2N=C(N)Nc3nc4ccccc4n32)c(C)n1-c1ccccc1Cl (stereo unspecified)	2.7%	0.0	-87.9%	i	5.7%	11.0	x	-1.0%	9.4%
O=C(CNCc1ccco1)Nc1ccccc1-n1cccc1	-0.4%	17.0	8.6%	i	-5.2%	10.0	18.0%	9.4%	-1.5%
Cc1nn2c3cc(N4CCOCC4)ccc3nc2c2ccccc12	x	0.0	x	i	x	19.0	19.8%	-4.2%	x
COc1c2c(nc3occc13)C(CCC(C)(C)O)(OC)C(O)CC2 (stereo unspecified)	-10.2%	7.0	7.2%	i	-6.5%	x	-47.5%	0.3%	-6.4%
O=C(Nc1ccc2oc(-c3ccccc3F)nc2c1)c1cncc(Br)c1	-5.2%	8.0	6.5%	i	14.2%	4.0	1.3%	-4.7%	0.5%
Cc1cc(C)n(-c2nc3ccccc3nc2N2CCCCCC2)n1	x	10.0	4.6%	i	x	10.0	2.0%	-26.4%	-5.0%
CCCC1C(C#N)=C(N)Oc2cc(C)n(C)c(=O)c21 (stereo unspecified)	-14.8%	9.0	6.8%	i	-13.2%	7.0	4.3%	23.0%	-3.9%
CCOC(=O)c1ccc(Oc2nc(NC)nc(OC)n2)cc1	-6.1%	0.0	14.4%	i	1.7%	5.0	15.0%	-18.4%	2.8%	PMK inhibit pilot replicates=0.0;MK inhibit pilot replicates=0.0;Spn DPM-DC inh pilot screen %=0.0
CC(=O)c1c(C(C)=O)c(C)n(NC(=O)c2ccccc2O)c1C	0.1%	0.0	7.5%	i	-19.7%	9.0	x	-5.2%	0.0%
CCN(CC)CCC(=O)NC(C)(C)Cc1ccc(O)cc1	0.3%	11.0	10.1%	i	6.5%	0.0	x	-3.3%	-6.9%

Next section; the last 2 above are carried over.
SMILES	HPDE-C7 viability	PMK inhibit	Alkaline phosphatase	Spn DPM-DC inh	HPDE-C7K KRASV12	MK inhibit	LYP phosphatase	HT1080 cytotoxicity	Bfl-1 displacement	others
CC(=O)c1c(C(C)=O)c(C)n(NC(=O)c2ccccc2O)c1C	0.1%	0.0	7.5%	i	-19.7%	9.0	x	-5.2%	0.0%
CCN(CC)CCC(=O)NC(C)(C)Cc1ccc(O)cc1	0.3%	11.0	10.1%	i	6.5%	0.0	x	-3.3%	-6.9%
C=CCNc1nc(NC(C)(C)CO)nc(OCC)n1	1.1%	6.0	4.7%	i	0.8%	4.0	x	-7.1%	3.1%
Cc1ccc(C(c2nnnn2CCC(C)C)N2CCN(C)CC2)cc1 (stereo unspecified)	-5.4%	10.0	9.2%	i	-3.3%	0.0	2.9%	-5.5%	-5.3%	PMK inhibit pilot replicates=0.0;MK inhibit pilot replicates=0.0;Spn DPM-DC inh pilot screen %=0.0
c1ccc(CNc2nc3ccccc3n3cnnc23)nc1	1.2%	0.0	11.8%	i	-1.3%	1.0	23.0%	-6.0%	-5.1%
OCc1cn(-c2ccccc2)nc1-c1ccc2c(c1)OCCO2	-21.5%	2.0	9.4%	i	-10.7%	1.0	17.0%	2.5%	4.8%	PMK inhibit pilot replicates=2.0;MK inhibit pilot replicates=1.0;Spn DPM-DC inh pilot screen %=1.5
CCC(C)NC(=O)C1CCCN(C(=O)Nc2ccc(F)cc2)C1 (stereo unspecified)	-7.3%	19.0	7.0%	i	-0.8%	2.0	7.8%	-7.0%	-8.0%
CCc1nc(C)cn1S(=O)(=O)c1cc(C)c(OC)cc1C	2.3%	11.0	10.0%	i	1.1%	3.0	14.1%	-0.7%	0.4%
C(=N\n1cnnc1)/c1cccc2ccccc12	-19.3%	6.0	4.3%	i	-12.7%	11.0	x	26.6%	1.9%
c1ccc2sc(NC3=NCN(Cc4ccc5c(c4)OCO5)CN3)nc2c1	2.1%	3.0	7.2%	i	-4.9%	5.0	10.1%	2.6%	-0.1%
c1cc(N2CCCC2)ccc1C(c1nnnn1C1CCCCC1)N1CCOCC1 (stereo unspecified)	5.9%	5.0	5.1%	i	-5.3%	10.0	15.1%	-8.8%	-2.9%
CC1(C)CCCC2=C1CC1C(=O)N(Cc3cccnc3)C(=O)C1C2 (stereo unspecified)	-10.5%	3.0	10.9%	i	-15.9%	6.0	-1.7%	-8.1%	-1.4%
Cc1cccc(C(=O)N(C)c2nnc(-c3ccncc3)s2)c1	-4.6%	3.0	6.8%	i	-12.3%	6.0	13.8%	-5.7%	-1.3%	PMK inhibit pilot replicates=0.0;MK inhibit pilot replicates=0.0;Spn DPM-DC inh pilot screen %=3.0
COCCCN1C(=O)C(=O)/C(=C(/O)c2ccccc2)C1c1ccc2c(c1)OCO2 (stereo unspecified)	-29.7%	6.0	11.4%	i	-24.5%	6.0	1.2%	-19.4%	-4.4%
C=CCSC1=C(C#N)C(c2ccc(C(C)C)cc2)CC(=O)N1 (stereo unspecified)	-13.2%	3.0	20.1%	i	-1.3%	0.0	8.7%	-3.9%	7.1%
Cc1noc(NS(=O)(=O)c2ccc(NC(=O)C34CCC(CC3)C4)cc2)c1C	3.6%	6.0	4.2%	i	2.5%	0.0	-1.7%	8.5%	-3.7%
CCCCOc1ccc(-c2nnc(N)s2)cc1	-20.0%	0.0	15.3%	i	16.2%	4.0	x	-3.0%	6.0%	PMK inhibit pilot replicates=0.0;MK inhibit pilot replicates=0.0;Spn DPM-DC inh pilot screen %=0.0
CCOc1cccc(/C(O)=C2/C(=O)C(=O)N(CCOC)C2c2ccc(C)o2)c1 (stereo unspecified)	-8.0%	19.0	4.4%	i	-4.7%	4.0	-6.1%	8.9%	-0.8%
COc1cccc2c1NC(C(=O)O)C1CC=CC21 (stereo unspecified)	2.2%	6.0	18.5%	i	14.3%	0.0	-4.4%	4.1%	46.6%
COc1ccc2c(c1OC)C(=O)N1c3ccccc3COC21 (stereo unspecified)	-17.2%	0.0	8.7%	i	-8.6%	6.0	10.6%	12.6%	-4.9%
CSc1nc2sc3c(c2c2nncn12)CCC3	30.4%	7.0	7.2%	i	-6.7%	2.0	-0.6%	6.8%	1.3%
O=C(c1csc2ccccc12)n1cccn1	12.2%	0.0	14.1%	i	10.6%	0.0	x	9.6%	-18.2%	PMK inhibit pilot replicates=6.0;MK inhibit pilot replicates=0.0;Spn DPM-DC inh pilot screen %=0.0
N#Cc1ccccc1NC(=O)CSc1nnc(-c2ccccc2O)n1-c1ccccc1	-8.1%	6.0	3.8%	i	-7.3%	10.0	12.0%	2.5%	-3.8%
C/C(Cl)=C\Cn1c(Nc2ccc(C)cc2)nc2c1c(=O)n(C)c(=O)n2C	-13.3%	2.0	7.6%	i	11.6%	0.0	8.8%	3.7%	1.8%	PMK inhibit pilot replicates=0.5;MK inhibit pilot replicates=0.0;Spn DPM-DC inh pilot screen %=0.0
